West Nile antiviral = West Nile virus antiviral activity, cell-based, CPE readout (AID 1621); West Nile virus-infected cells, CPE inhibition; higher % means a stronger effect; CPE inhibition, % at 10 µM; hits with a dose series show IC50 in µM; actives 0.02% (n = 290,000); in the data active = a potency from the dose series; inconclusive = CPE inhibition mostly from about 3.7% at the one dose, without a potency; inactive = the rest, 99 in 100 with CPE inhibition below about 2.2%; note: strong numbers were not always called active
NS5 inhibitors = Dengue-2 NS5 methyltransferase inhibitors, primary screen, biochemical, confirmation dose response (AID 588689) | actives 0.3% (n = 340,000) | Dengue-2 NS5 methyltransferase capping enzyme assay, biochemical; higher % means a stronger effect | inhibition, % at 25 µM, or IC50 in µM where a hit was titrated; in the data active = a potency from the dose series; inconclusive = inhibition above about 29% without an active follow-up result
XIAP antagonists = XIAP antagonists, biochemical, IAP family, fluorescence polarization (AID 1018). E3 ubiquitin-protein ligase XIAP (Homo sapiens). XIAP BIR domain, fluorescence polarization peptide displacement; higher % means a stronger effect. one-dose displacement, % at 20 µM; IC50 in µM for titrated hits. actives 0.007% (n = 200,000); in the data active = displacement above about 50%; note: a part of the inactive calls stands beside numbers as strong as those of hits
WT yeast gro inh = growth inhibition of WT strain, primary screen, mitochondrial fusion inhibitor project, WT and mutant strains, chemical genetic | actives 2.1% (n = 190,000) | AID 1362, 2008 | inhibition, % at 10 µM | mitochondrial fusion phenotypic screen; in the data active = inhibition above about 58%; tested in S. cerevisiae
RSV antiviral HEp-2 = RSV antiviral activity via CPE protection, HEp-2 cells, primary 10 µM value included (AID 2391). HEp-2 cells, RSV-induced CPE inhibition; higher % means a stronger effect. CPE inhibition, % at 10 µM; hits with a dose series show IC50 in µM. actives 0.13% (n = 310,000); in the data active = a potency from the dose series; inconclusive = CPE inhibition mostly from about 23% at the one dose, without a potency; inactive = the rest, 99 in 100 with CPE inhibition below about 21%; note: strong numbers were not always called active
ER stress rescue = rescue of cells from ER stress-induced death, primary screen, 384-well, CSM14.1, thapsigargin, ATP luminescence (AID 1222) | CSM14.1 thapsigargin-induced death rescue, ATP luminescence; higher % means a stronger effect | cellular ATP content (survival), % at 20 µM; hits with a dose series show EC50 in µM | 190,000 tested, under 10 active;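 active = EC50 below 50 µM in the dose-response confirmation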;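 note: death triggered by thapsigargin at about 15 µM added after 2 h compound pretreatment; cell ATP read after overnight thapsigargin exposure of roughly 18 to 22 hours; normalized against plate controls of thapsigargin alone and 5% DMSO vehicle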
Large T inhibition = SV40 large T antigen inhibitors, biochemical (AID 1903); SV40 large T antigen ATPase/helicase inhibition assay; higher % means a stronger effect; inhibition, % at 20 µM; hits with a dose series show IC50 in µM; actives 0.39% (n = 310,000); in the data active = a potency from the dose series; inconclusive = inhibition mostly from about 32% at the one dose, without a potency; inactive = the rest, 99 in 100 with inhibition below about 32%; note: strong numbers were not always called active
Yfh1-depleted yeast = enhancers of respiration in Yfh1-depleted yeast, dose response, Friedreich's ataxia, plus single-dose screen (AID 1465) | one-dose fold induction at 50 µM; EC50 in µM for titrated hits | actives 0.074% (n = 220,000) | S. cerevisiae Yfh1-off respiration, WST-1 reduction, 72 h; higher fold induction means a stronger effect;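 active = fold induction of absorbance versus untreated yeast above a set limit, then at least 30% activation at any dose in follow-up; inconclusive = repeats straddling the limit, or above it without dose testing; inactive = fold induction below the set limit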;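 note: activators that raise dye reduction in frataxin-depleted yeast; strong numbers were not always called active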
K1F lysis inhibition = inhibition of K1F phage lysis, E. coli UTI89, bacterial capsule biogenesis inhibitors, alamar blue (AID 488966) | E. coli UTI89 K1F phage lysis, alamar blue, 2 h; higher % means a stronger effect | inhibition, % at 100 µM, or IC50 in µM where a hit was titrated | actives 0.02% (n = 340,000);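 active = phage lysis inhibition, versus mean bacterial control, above a set limit; inconclusive = no clear call, values can overlap the other calls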;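 note: capsule biogenesis inhibitors block K1F phage lysis so surviving cells raise fluorescence; higher fluorescence means more inhibition of phage lysis; actives were called in the ten point dose series up to 300 µM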
WT yeast gro inh mutant strain = recorded beside WT yeast gro inh, whose call it bears; inhibition, %; mitochondrial fusion phenotypic screen, mutant strain inhibition
Starred values were filed as active, the others as inactive; [ ] = another dose, or the depositor's remark.

Sample of the layout:
Results for CNC(=O)c1c(NC(=O)c2ccco2)sc2c1CCCC2 ?
West Nile antiviral: -1.2%; NS5 inhibitors: 2%; RSV antiviral HEp-2: 4.6%; Large T inhibition: 15%; K1F lysis inhibition: -0.3%

What do the screens show for `Cc1ccccc1CN1CCN(CC2CC3C=CC2C3)CC1` (stereo not drawn)?
West Nile antiviral: -0.4%; NS5 inhibitors: -3%; XIAP antagonists: -6.0%; WT yeast gro inh: -23; RSV antiviral HEp-2: -0.8%; ER stress rescue: -1.7%; Large T inhibition: 5%; Yfh1-depleted yeast: inactive; K1F lysis inhibition: -0.6%; WT yeast gro inh mutant strain: 2

The list itself, previewed entries included:
Results for CNC(=O)c1c(NC(=O)c2ccco2)sc2c1CCCC2 ?
West Nile antiviral: -1.2%; NS5 inhibitors: 2%; RSV antiviral HEp-2: 4.6%; Large T inhibition: 15%; K1F lysis inhibition: -0.3%

What do the screens show for `Cc1ccccc1CN1CCN(CC2CC3C=CC2C3)CC1` (stereo not drawn)?
West Nile antiviral: -0.4%; NS5 inhibitors: -3%; XIAP antagonists: -6.0%; WT yeast gro inh: -23; RSV antiviral HEp-2: -0.8%; ER stress rescue: -1.7%; Large T inhibition: 5%; Yfh1-depleted yeast: inactive; K1F lysis inhibition: -0.6%; WT yeast gro inh mutant strain: 2

Results for O=C(c1ccc(NC2=NC3CS(=O)(=O)CC3S2)cc1)N1CCN(Cc2ccccc2)CC1 (stereo not drawn) ?
West Nile antiviral: -0.1%; NS5 inhibitors: 1%; XIAP antagonists: -0.2%; WT yeast gro inh: 0; RSV antiviral HEp-2: 2.1%; ER stress rescue: 0.2%; Large T inhibition: 1%; Yfh1-depleted yeast: inactive; K1F lysis inhibition: 2.3%; WT yeast gro inh mutant strain: -6

Results for Cc1ccc(OCC(=O)c2c(O)c3ccccc3oc2=O)cc1C ?
West Nile antiviral: 0.5%; NS5 inhibitors: -1%; XIAP antagonists: 2.1%; WT yeast gro inh: 5; RSV antiviral HEp-2: 4.9%; ER stress rescue: 2.6%; Large T inhibition: 4%; Yfh1-depleted yeast: inactive; K1F lysis inhibition: 0.9%; WT yeast gro inh mutant strain: 11

What do the screens show for `CCOc1ccc(C2=C(C=C(C#N)C#N)C(c3ccccc3)c3ccccc3O2)cc1` (stereo not drawn)?
West Nile antiviral: 1.3%; NS5 inhibitors: 0%; XIAP antagonists: -1.2%; WT yeast gro inh: 37; RSV antiviral HEp-2: 19%; ER stress rescue: 0.4%; Large T inhibition: 2%; Yfh1-depleted yeast: inactive; K1F lysis inhibition: 0.4%; WT yeast gro inh mutant strain: -6

Results for CC(=O)N(C)c1ccc(NC(=S)NCC(C)C)cc1 ?
West Nile antiviral: 1.2%; NS5 inhibitors: 4%; XIAP antagonists: -9.0%; WT yeast gro inh: -14; RSV antiviral HEp-2: 1.6%; ER stress rescue: -1.3%; Large T inhibition: 0%; Yfh1-depleted yeast: inactive; K1F lysis inhibition: -0.2%; WT yeast gro inh mutant strain: -10

Results for COc1ccccc1N1CCN(C(=O)C2CCN(S(=O)(=O)c3ccc4c(c3)CC(C)N4C(C)=O)CC2)CC1 (stereo not drawn) ?
West Nile antiviral: 0.4%; NS5 inhibitors: 3%; RSV antiviral HEp-2: 2.3%; Large T inhibition: 2%; K1F lysis inhibition: 0.1%

What do the screens show for `CCCN1CCC(NC(=S)Nc2ccc(OC)c(OC)c2)CC1`?
West Nile antiviral: -0.3%; NS5 inhibitors: 9%; XIAP antagonists: -6.2%; WT yeast gro inh: -18; RSV antiviral HEp-2: 2.3%; ER stress rescue: -2.1%; Large T inhibition: 3%; Yfh1-depleted yeast: inactive; K1F lysis inhibition: 0.1%; WT yeast gro inh mutant strain: 0

Results for O=C(Nc1ccc(Oc2ccccc2)cc1)C1CCN(c2ncccn2)CC1 ?
West Nile antiviral: -0.1%; NS5 inhibitors: 2%; XIAP antagonists: -2.4%; WT yeast gro inh: -2; RSV antiviral HEp-2: 0.6%; ER stress rescue: -1.4%; Large T inhibition: 4%; Yfh1-depleted yeast: inactive; K1F lysis inhibition: -0.1%; WT yeast gro inh mutant strain: 3

Results for CC(=O)c1cccc(NC(=O)C2CCN(C(=O)c3ccc([N+](=O)[O-])cc3)CC2)c1 ?
West Nile antiviral: -0.1%; NS5 inhibitors: -1%; XIAP antagonists: -1.5%; WT yeast gro inh: 3; RSV antiviral HEp-2: 0.2%; ER stress rescue: 1.7%; Large T inhibition: 9%; Yfh1-depleted yeast: inactive; K1F lysis inhibition: 0.4%; WT yeast gro inh mutant strain: 15

How did CCC(C)[C@H](NC(=O)NCc1ccc(S(N)(=O)=O)cc1)C(=O)O (stereo partly drawn) do in these assays?
West Nile antiviral: 1.1%; NS5 inhibitors: -7%; RSV antiviral HEp-2: 1.0%; Large T inhibition: 7%; Yfh1-depleted yeast: inactive; K1F lysis inhibition: 0.2%

How did Cc1cc(-c2csc3nc[nH]c(=S)c23)cc(C)c1C do in these assays?
West Nile antiviral: -1.2%; NS5 inhibitors: -12%; XIAP antagonists: -2.3%; WT yeast gro inh: 48; RSV antiviral HEp-2: 0.9%; ER stress rescue: 7.6%; Large T inhibition: 12%; Yfh1-depleted yeast: inactive; K1F lysis inhibition: 0.1%; WT yeast gro inh mutant strain: 56

What do the screens show for `Clc1cccc(Cl)c1-c1nnc2ccc(N3CCOCC3)nn12`?
West Nile antiviral: 0.0%; NS5 inhibitors: -4%; XIAP antagonists: -2.1%; WT yeast gro inh: 12; RSV antiviral HEp-2: 0.2%; ER stress rescue: -0.5%; Large T inhibition: 9%; Yfh1-depleted yeast: inactive; K1F lysis inhibition: 0.0%; WT yeast gro inh mutant strain: 4

What do the screens show for `CC(C)(C)c1nnc(NC(=O)CCn2cnc3ccccc3c2=O)s1`?
West Nile antiviral: -0.2%; NS5 inhibitors: -1%; XIAP antagonists: -3.5%; WT yeast gro inh: -5; RSV antiviral HEp-2: 0.4%; ER stress rescue: 3.6%; Large T inhibition: 11%; Yfh1-depleted yeast: inactive; K1F lysis inhibition: 0.4%; WT yeast gro inh mutant strain: -1

Results for CCOC(=O)c1c(C)[nH]c(C)c1S(=O)(=O)N(C)CC(=O)NCc1ccc(C)cc1 ?
West Nile antiviral: 0.0%; NS5 inhibitors: -2%; RSV antiviral HEp-2: 1.1%; Large T inhibition: 8%; K1F lysis inhibition: 0.3%

Results for Cc1ccc(C(=O)Nc2ccc(S(=O)(=O)N3CCCC3)cc2)o1 ?
West Nile antiviral: -0.6%; NS5 inhibitors: -3%; RSV antiviral HEp-2: 3.7%; Large T inhibition: 2%; K1F lysis inhibition: -0.1%

What do the screens show for `CCOC(=O)c1c(NC(=O)CCCN2CCOCC2)sc2c1CC(C)(C)OC2`?
West Nile antiviral: -0.4%; NS5 inhibitors: -2%; XIAP antagonists: -3.3%; WT yeast gro inh: 1; RSV antiviral HEp-2: 0.0%; ER stress rescue: -0.3%; Large T inhibition: 6%; Yfh1-depleted yeast: inactive; K1F lysis inhibition: 1.7%; WT yeast gro inh mutant strain: 13

Results for CCCC(=O)Nc1ccc2c(c1)C(=O)N(CCC(=O)O)C2=O ?
West Nile antiviral: 0.3%; NS5 inhibitors: -6%; XIAP antagonists: -1.6%; WT yeast gro inh: 3; RSV antiviral HEp-2: 0.1%; ER stress rescue: 1.8%; Large T inhibition: 13%; Yfh1-depleted yeast: inactive; K1F lysis inhibition: 1.6%; WT yeast gro inh mutant strain: 12

How did Cn1c(=O)c2[nH]c(CN(Cc3ccccc3)Cc3ccccc3)nc2n(C)c1=O do in these assays?
NS5 inhibitors: -2%; XIAP antagonists: -18%; WT yeast gro inh: 5; RSV antiviral HEp-2: -0.5%; ER stress rescue: -0.9%; Large T inhibition: -4%; K1F lysis inhibition: 0.0%; WT yeast gro inh mutant strain: -16

How did CCOc1cc(C(=S)N2CCOCC2)ccc1OC(=O)/C=C/c1ccc(OC)c(OC)c1 do in these assays?
West Nile antiviral: -0.9%; NS5 inhibitors: -6%; XIAP antagonists: -6.7%; WT yeast gro inh: 3; RSV antiviral HEp-2: 2.1%; ER stress rescue: -0.8%; Large T inhibition: 16%; Yfh1-depleted yeast: inactive; K1F lysis inhibition: -1.1%[50 µM]; WT yeast gro inh mutant strain: -5

Results for Cc1nn(-c2ccccc2)c(C)c1NC(=O)COC(=O)CC(C)c1ccccc1 (stereo not drawn) ?
NS5 inhibitors: 5%; RSV antiviral HEp-2: -2.0%; Large T inhibition: 10%; K1F lysis inhibition: 0.0%[50 µM]

Results for Nc1nc(Nc2ccccc2)nc(NC2CCCCC2)c1[N+](=O)[O-] ?
West Nile antiviral: inconclusive; NS5 inhibitors: -5%; RSV antiviral HEp-2: -2.4%; Large T inhibition: -6%; K1F lysis inhibition: 2.0%

Results for CCc1ccc(C(=O)Nc2cc(C)ccc2F)s1 ?
West Nile antiviral: -0.5%; NS5 inhibitors: -5%; XIAP antagonists: -2.6%; WT yeast gro inh: 15; RSV antiviral HEp-2: 9.6%; ER stress rescue: 1.7%; Large T inhibition: -1%; Yfh1-depleted yeast: inactive; K1F lysis inhibition: 0.1%; WT yeast gro inh mutant strain: 18

How did O=C(Nc1nccs1)c1ccc(COc2ccc(Cl)cc2)o1 do in these assays?
West Nile antiviral: 0.1%; NS5 inhibitors: -5%; XIAP antagonists: -3.0%; WT yeast gro inh: 9; RSV antiviral HEp-2: -1.6%; ER stress rescue: -2.5%; Large T inhibition: 2%; Yfh1-depleted yeast: inactive; K1F lysis inhibition: 5.2%; WT yeast gro inh mutant strain: 9

Results for O=C1c2ccccc2-c2c1cccc2C(=O)N(CCO)CCO ?
West Nile antiviral: 0.1%; NS5 inhibitors: 0%; XIAP antagonists: -3.9%; WT yeast gro inh: -16; RSV antiviral HEp-2: 0.6%; ER stress rescue: 3.7%; Large T inhibition: 3%; Yfh1-depleted yeast: inactive; K1F lysis inhibition: 5.7%; WT yeast gro inh mutant strain: -16

How did CC1CCN(CC(=O)N2CCc3ccccc32)CC1 do in these assays?
West Nile antiviral: -0.4%; NS5 inhibitors: 1%; RSV antiviral HEp-2: 1.3%; Large T inhibition: -3%; K1F lysis inhibition: 0.3%

How did COc1ccc2ccccc2c1C1CC(=O)N2CN(Cc3ccco3)CSC2=C1C#N (stereo not drawn) do in these assays?
West Nile antiviral: -0.1%; NS5 inhibitors: 21%; XIAP antagonists: -0.1%; WT yeast gro inh: 9; RSV antiviral HEp-2: 2.6%; ER stress rescue: -2.3%; Large T inhibition: inconclusive; Yfh1-depleted yeast: inactive; K1F lysis inhibition: -1.4%; WT yeast gro inh mutant strain: -6

How did Cc1c(C(=O)OC(C)C)sc(NC(=O)C2CCCO2)c1C(=O)OC(C)C (stereo not drawn) do in these assays?
West Nile antiviral: 1.0%; NS5 inhibitors: -4%; XIAP antagonists: 0.2%; WT yeast gro inh: -3; RSV antiviral HEp-2: 6.8%; ER stress rescue: -0.2%; Large T inhibition: 8%; Yfh1-depleted yeast: inactive; K1F lysis inhibition: 0.0%; WT yeast gro inh mutant strain: -3

High-throughput results (PubChem BioAssay)
